MLLE-PAM2 inh: blocks PAM2 peptide binding to the PABP1 MLLE domain; P11940; GST-MLLE / FITC-PAM2 fluorescence polarization; inhibition, % at 20 µM; hit rate 0.36% among 360,000; in the data active means inhibition above about 35%, passing the limit was not always enough;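 further: plate controls were DMSO wells with GST-MLLE for no effect and wells lacking GST-MLLE protein for full effect; some results filed as inactive read as strong as hits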
Rin1 Abl inh: blocks binding of human Rin1 to Abl; P00519+Q13671; TR-FRET Rin1/Abl binding, biochemical; inhibition, % at 7.35 µM; hit rate 0.4% among 360,000; AID 588664; in the data active means inhibition above about 5%, passing the limit was not always enough
MT1-MMP act inh: MT1-MMP (human) activation inhibition | P50281 | HT1080 RFP-PRO-GFP cells, GFP/RFP ratio fluorescence, overnight; percent of plate control window, DMSO zero | GFP/RFP ratio change, % at 20 µM | hit rate 0.061% among 360,000 | AID 651647;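 active means GFP/RFP ratio change of at least 30% with cell ATP level not reduced by more than half and red fluorescence within 50% of control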; further: strong numbers were not always called active
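Assay system: HT1080 RFP-PRO-GFP cells. Benchmarks: DMSO vehicle wells and RFP-L50D-GFP reporter cell wells. Times: overnight cell settling, then overnight compound exposure, 37 °C, 5% CO2. Compound: 20 µM single dose, 1% DMSO. Read-out basis: GFP/RFP fluorescence ratio.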
E coli Lon inh: E. coli protease La inhibition; P0A9M0; purified E. coli Lon protease, fluorescence polarization; inhibition, % at 7.94 µM; hit rate 0.42% among 360,000; AID 602123; in the data active means inhibition above about 13%, passing the limit was not always enough;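 further: 0% = enzyme with probe and DMSO and 100% = no enzyme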
bovine MsrA act: activators of bovine methionine sulfoxide reductase A; purified bovine MsrA, absorbance read-out; activation, % at 10.6 µM; hit rate 0.3% among 360,000; in the data active means activation above about 7.5%;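 further: 0% = vehicle and 100% = reference activator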
FAS TE block: inhibitors of human fatty acid synthase thioesterase domain; P49327; inhibition, % at 15 µM; AID 602261; recombinant FAS-TE, OMFH fluorogenic substrate, fluorescence endpoint; hit rate 0.67% among 360,000;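 active means compounds whose normalised, plate-corrected inhibition of enzyme fluorescence in the single-dose primary screen is 50% or more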;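 further: 0% = DMSO with enzyme and 100% = substrate without enzyme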
Target sequence (P49327 whole entry, looked up, the tested form may be a part): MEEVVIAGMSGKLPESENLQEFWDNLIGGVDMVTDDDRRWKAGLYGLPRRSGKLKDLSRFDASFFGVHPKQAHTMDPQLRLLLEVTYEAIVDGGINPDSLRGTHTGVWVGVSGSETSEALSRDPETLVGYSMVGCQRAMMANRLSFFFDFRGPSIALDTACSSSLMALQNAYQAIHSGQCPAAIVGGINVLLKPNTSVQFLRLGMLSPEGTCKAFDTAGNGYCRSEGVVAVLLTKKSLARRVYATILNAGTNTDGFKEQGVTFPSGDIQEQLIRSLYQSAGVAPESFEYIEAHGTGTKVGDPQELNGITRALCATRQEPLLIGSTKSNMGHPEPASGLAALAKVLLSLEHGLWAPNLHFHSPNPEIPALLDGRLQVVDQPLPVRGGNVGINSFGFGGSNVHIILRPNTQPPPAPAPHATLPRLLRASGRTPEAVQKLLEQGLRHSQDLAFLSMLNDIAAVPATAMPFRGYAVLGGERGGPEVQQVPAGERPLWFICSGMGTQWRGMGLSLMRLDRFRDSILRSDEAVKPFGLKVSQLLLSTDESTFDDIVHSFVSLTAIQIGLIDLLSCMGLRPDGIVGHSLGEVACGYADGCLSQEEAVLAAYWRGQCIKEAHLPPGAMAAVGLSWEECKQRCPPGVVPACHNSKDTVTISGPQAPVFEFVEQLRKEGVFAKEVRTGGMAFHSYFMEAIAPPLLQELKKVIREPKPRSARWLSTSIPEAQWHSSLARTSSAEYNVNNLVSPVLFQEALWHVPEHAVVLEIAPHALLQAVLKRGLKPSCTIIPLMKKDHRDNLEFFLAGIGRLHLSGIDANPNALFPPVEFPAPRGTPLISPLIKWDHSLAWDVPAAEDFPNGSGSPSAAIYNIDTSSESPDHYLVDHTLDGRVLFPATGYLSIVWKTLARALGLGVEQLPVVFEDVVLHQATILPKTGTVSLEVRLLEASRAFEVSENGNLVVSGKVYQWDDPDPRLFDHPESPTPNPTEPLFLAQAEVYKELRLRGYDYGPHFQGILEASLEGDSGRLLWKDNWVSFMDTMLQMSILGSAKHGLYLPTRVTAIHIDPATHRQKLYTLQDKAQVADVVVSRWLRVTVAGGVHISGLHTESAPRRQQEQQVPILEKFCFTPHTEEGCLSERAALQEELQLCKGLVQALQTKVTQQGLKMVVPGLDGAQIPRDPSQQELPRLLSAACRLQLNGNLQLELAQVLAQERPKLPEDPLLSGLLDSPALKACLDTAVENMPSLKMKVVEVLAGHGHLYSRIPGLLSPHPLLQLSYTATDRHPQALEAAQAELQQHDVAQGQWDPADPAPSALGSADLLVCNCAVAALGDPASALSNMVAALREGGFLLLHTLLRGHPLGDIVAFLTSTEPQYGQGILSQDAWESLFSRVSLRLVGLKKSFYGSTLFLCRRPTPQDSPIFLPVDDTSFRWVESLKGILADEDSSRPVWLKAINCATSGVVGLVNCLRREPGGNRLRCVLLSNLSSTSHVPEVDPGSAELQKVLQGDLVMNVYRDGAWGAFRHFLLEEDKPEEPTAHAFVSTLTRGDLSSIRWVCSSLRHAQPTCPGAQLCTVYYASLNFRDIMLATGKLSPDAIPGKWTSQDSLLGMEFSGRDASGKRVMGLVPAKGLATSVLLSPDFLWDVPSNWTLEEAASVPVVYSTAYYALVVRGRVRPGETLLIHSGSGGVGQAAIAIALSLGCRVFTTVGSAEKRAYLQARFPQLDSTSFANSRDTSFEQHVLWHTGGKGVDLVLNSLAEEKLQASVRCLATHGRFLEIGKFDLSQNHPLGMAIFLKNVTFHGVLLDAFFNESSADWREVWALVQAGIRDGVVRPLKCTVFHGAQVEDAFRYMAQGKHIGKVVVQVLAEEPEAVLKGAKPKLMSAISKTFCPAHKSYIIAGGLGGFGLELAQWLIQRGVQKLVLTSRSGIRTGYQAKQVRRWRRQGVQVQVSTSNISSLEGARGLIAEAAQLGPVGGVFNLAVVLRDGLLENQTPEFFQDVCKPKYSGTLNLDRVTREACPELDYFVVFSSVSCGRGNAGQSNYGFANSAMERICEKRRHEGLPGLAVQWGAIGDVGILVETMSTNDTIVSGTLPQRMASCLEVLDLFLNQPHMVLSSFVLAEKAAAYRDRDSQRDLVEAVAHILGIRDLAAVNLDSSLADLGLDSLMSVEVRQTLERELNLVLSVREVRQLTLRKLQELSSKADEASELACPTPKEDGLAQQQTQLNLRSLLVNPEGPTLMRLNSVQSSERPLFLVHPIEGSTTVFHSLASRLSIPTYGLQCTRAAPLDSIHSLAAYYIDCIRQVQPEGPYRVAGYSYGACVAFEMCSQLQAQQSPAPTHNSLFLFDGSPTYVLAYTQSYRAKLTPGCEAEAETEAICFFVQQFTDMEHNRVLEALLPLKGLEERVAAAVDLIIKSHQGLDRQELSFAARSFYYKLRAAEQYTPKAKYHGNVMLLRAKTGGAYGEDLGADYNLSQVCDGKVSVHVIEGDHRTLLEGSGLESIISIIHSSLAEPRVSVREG
CendR NRP1 mod: modulators of CendR peptide binding to human neuropilin-1; O14786; FAM-RPARPAR peptide binding to NRP-1, fluorescence polarization; inhibition, % at 25 µM; hit rate 0.85% among 360,000;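 active means inhibition or corrected inhibition above about 18%, plus a signal ratio from 0.5 to 1.5, limit read from the data, passing the limit was not always enough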; further: strong numbers were not always called active
SKN-1 inh: C. elegans SKN-1 inhibition; C. elegans VP596 Pgst-4::GFP/RFP ratio, acrylamide-induced, 24 h; inhibition, % at 21.8 µM; hit rate 0.49% among 360,000;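 active means interference check ratio from 0.5 to 1.5 plus GFP to RFP signal ratio inhibition reaching or exceeding a fixed threshold, cut at about 30% in these data, passing the limit was not always enough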; further: some compounds called inactive have numbers as strong as hits
Neddyl block: blocks human cullin neddylation; calls only at 25 µM; P61081+Q13564; hit rate 0.58% among 360,000; TR-FRET cullin neddylation, biochemical; in the data active means inhibition above about 36%
Active calls of the source: *; i = inactive; · = no result given. Compounds as they come; any-hit rate near 4%.

Values in the order – MLLE-PAM2 inh	Rin1 Abl inh	MT1-MMP act inh	E coli Lon inh	bovine MsrA act	FAS TE block	CendR NRP1 mod	SKN-1 inh	Neddyl block
[1] CC(C)(C)c1ccc(C(=O)NCC(=O)OCC(=O)N2CCN(S(=O)(=O)c3ccc(Cl)cc3)CC2)cc1
    -1.3	4.4	-0.3	-4.4	-1.6	-0.2	-17.8	18.1	i
[2] COCCc1nc2ccc(C(=O)NCc3cccc(-n4cccn4)c3)cc2o1
    -3.3	2.6	7.2	-3.2	-0.8	-4.0	3.2	8.2	i
[3] COc1ccccc1C(=O)Nc1cccc2cccnc12
    -8.2	-3.1	-4.2	-5.1	-3.3	24.7	0.5	18.6	i
[4] CC1CC2=C(NC(=S)NC2c2cccc(F)c2)/C(=C/c2cccc(F)c2)C1 (configuration not stated)
    -67.6	-0.1	5.1	-3.2	-13.9	-7.7	-2.8	-3.2	i
[5] CN(Cc1cn(Cc2ccc(C(F)(F)F)cc2)nn1)C1CN(Cc2cn(Cc3ccc(C(F)(F)F)cc3)nn2)S(=O)(=O)C1 (configuration not stated)
    ·	·	15.0	4.7	4.4	22.2	-10.7	0.6	i
[6] O=C1C=C(c2cc3ccccc3s2)C[C@@H](c2ccc(F)cc2)C1
    10.7	0.0	4.8	-18.3	-0.4	28.6	-4.0	8.4	i
[7] CCOc1cc(/C=N/NC(=O)CCn2nnc3ccccc32)ccc1O
    -8.2	-2.6	0.7	2.6	-3.5	-1.3	0.5	3.2	i
[8] O=C(C[C@@H]1C/C=C\C[C@@H](Cc2ccc(F)cc2)C(=O)OC[C@@H](Cc2c[nH]c3ccccc23)NC1=O)NCCO
    -12.1	2.4	1.6	-0.8	-5.7	-8.6	6.2	-1.6	i
[9] O=C(Nc1cc(-c2nc3ncccc3o2)ccc1Cl)c1cccs1
    5.0	-2.9	2.9	5.3	-2.8	4.6	10.0	8.7	i
[10] O=C(CSc1nnc(NC(=O)c2ccco2)s1)NCc1ccc2c(c1)OCO2
    15.5	1.7	2.3	-9.3	-4.7	-1.1	-0.7	-2.7	i
[11] O=C(Cn1cc(C(=O)C2CC2)c2ccccc21)NC1CCCC1
    1.3	-1.9	4.2	-4.4	2.8	-3.7	3.0	-12.9	i
[12] OCCC1CN(Cc2cccn2-c2ccccn2)CCN1C1CCCCC1 (configuration not stated)
    10.6	-3.9	1.6	6.9	-1.8	-7.4	4.6	10.4	i
[13] COc1ccc(NC(=O)C2CCCN(C(=O)Nc3ccc(OC)cc3)C2)cc1 (configuration not stated)
    -8.6	0.0	-1.7	-3.3	-3.2	-6.7	7.9	-5.1	i
[14] S=c1[nH]nc(-c2ccco2)n1/N=C/c1cccc(Cl)c1Cl
    -36.7	0.1	2.3	-5.1	-0.9	15.3	2.1	7.4	i
[15] COc1ccc(-c2ccc(SCC(=O)c3cccs3)nn2)cc1OC
    22.4	-5.0	4.8	-0.1	-5.5	11.4	-4.4	-2.8	i
[16] NNC(=O)/C(=C/c1cccs1)NC(=O)c1ccccc1Cl
    -1.0	-2.2	2.0	-10.4	-5.4	-4.8	-13.8	4.7	i
[17] O=C(CCN1CCCCC1=O)NC1CCCc2c1cnn2-c1ccccc1F (configuration not stated)
    -1.8	-2.6	4.3	-0.8	-1.1	-8.0	9.4	8.8	i
[18] O=C1Nc2ccccc2SC1c1ccccc1Cl (configuration not stated)
    16.1	0.5	-3.7	1.1	-0.4	5.9	3.9	2.4	i
[19] CCn1cc(C(=O)OCC(=O)Nc2ccc(C(C)C)cc2)c(=O)c2ccc(C)nc21
    -3.8	0.6	2.3	0.1	-6.3	14.3	-17.0	14.1	i
[20] O=C(NS(=O)(=O)c1ccc(NC(=O)C2CCCO2)cc1)c1ccccc1 (configuration not stated)
    13.7	0.3	1.6	-6.7	4.9	-5.1	7.6	-2.6	i
[21] CC(C)NC(=O)c1sc(=S)n2c1[nH]c(=O)c1ccc(C(=O)NCCc3ccc(Cl)cc3)cc12
    2.2	2.5	2.5	-7.2	-7.4	64.3*	-13.8	-4.8	i
[22] Cc1ccccc1NC(=O)n1ncc2cc(Cl)ccc21
    12.2	2.2	0.4	-7.3	-1.9	-4.0	10.0	14.4	i
[23] c1ccc(CNc2nc(NCc3ccco3)nc(N3CCOCC3)n2)cc1
    -2.6	1.6	-0.4	-6.0	-3.6	9.3	-8.8	7.1	i
[24] Cc1nnc(N/N=C/c2ccccn2)[nH]c1=O
    -9.1	-9.3	15.7	-4.0	-6.0	-5.0	-2.4	-0.5	i
[25] COc1ccc(-n2nc([N+](=O)[O-])c(=NCCc3cccc(C)c3)n2O)cc1
    -0.9	-3.3	4.4	-0.8	0.4	15.7	8.0	11.3	i
[26] CC1/C(=N/O)CC(c2ccccc2)NC1c1ccccc1 (configuration not stated)
    -3.7	3.4	-4.6	-6.2	-0.4	-5.4	-0.5	9.7	i
[27] CC(=O)Nc1ccc(C(=O)N2CCCCC2c2cc(C(=O)Nc3cccc(C#N)c3)no2)cc1 (configuration not stated)
    -12.6	0.5	-0.7	-3.2	-2.2	1.2	-4.2	6.5	i
[28] O=C1c2ccccc2C(=O)N1CCc1nc(-c2cccnc2)no1
    -4.3	-1.2	4.2	-13.6	-3.3	-10.9	-7.2	2.9	i
[29] O=C(O)c1cc(-c2cccnc2)nc2ccccc12
    -12.3	-1.1	-0.4	2.5	-5.0	-5.9	6.2	7.1	i
[30] COc1ccccc1NS(=O)(=O)c1cccc(NC(=O)C(C)NC(=O)c2ccco2)c1 (configuration not stated)
    12.7	3.1	-0.6	4.2	-9.2	-4.6	-2.8	-3.8	i
[31] O=C(NCCC1CCCCN1S(=O)(=O)c1ccc(F)cc1)C(=O)NC1CCCC1 (configuration not stated)
    2.1	-0.5	1.7	7.7	-2.7	3.2	4.2	7.9	i
[32] Cc1ccc(CNC(=O)COC(=O)C2CC2)cc1
    7.2	2.6	1.0	-10.0	-5.5	-1.3	10.2	-0.1	i
[33] CCN(CC)c1ccc(C(=O)OCC(=O)NCC2CCCO2)cc1 (configuration not stated)
    -0.9	-4.0	6.4	-4.1	-4.3	-6.7	-5.8	0.0	i
[34] Cc1cccc(NS(=O)(=O)c2ccc(C)c(C(=O)N(C)C)c2)c1
    19.7	-0.8	2.0	1.6	2.1	-4.5	1.0	-2.6	i
[35] COc1ccc(CN(C)C(=O)c2cc(-c3ccc(OC)c(OC)c3)nc3ccccc23)c(OC)c1
    3.4	-1.3	0.3	0.5	-3.4	11.0	3.1	1.9	·
[36] COc1ccc(NC(=O)c2cc(C3CCCCN3C(=O)c3ccccc3)on2)c(C)c1 (configuration not stated)
    -6.6	-0.9	-0.2	3.0	0.7	3.5	-4.8	-6.4	i
[37] O=C(NNC(=O)c1cc(-c2ccc(Br)cc2)nc2ccccc12)c1csc(N2CCOCC2)n1
    2.5	-2.1	7.0	-13.1	-10.3	36.0	-8.4	-4.6	i
[38] CCOC(=O)CSc1nc2c(sc(=S)n2-c2ccccc2)c(=O)[nH]1
    -0.8	2.6	3.3	-4.0	-6.0	-2.2	-2.5	14.6	i
[39] O=C(Nc1ccc2c(c1)OCCO2)C1c2ccccc2C(=O)N2CCc3ccccc3C12 (configuration not stated)
    2.1	-3.0	6.2	-0.6	0.8	0.9	-2.6	-16.9	i
[40] COC(=O)c1ccc(N2C(=O)c3cc(N4CCOCC4)c([N+](=O)[O-])cc3C2=O)cc1
    -8.4	-0.7	3.8	-13.0	-2.6	-11.1	6.6	7.2	i
[41] CC1C(=O)C(C)C(c2cccs2)NC1c1cccs1 (configuration not stated)
    -0.4	-1.7	4.8	-6.3	-3.9	11.4	-3.3	-20.0	i
[42] CSc1cccc(NC(=S)N2CCCN(Cc3cccc(Cl)c3)C2)c1
    7.2	-3.1	0.5	3.0	0.6	15.6	14.7	12.3	i
[43] Cc1cc(C)n2cc(CSC3=NCCS3)nc2n1
    6.7	1.4	-0.5	-6.3	-4.6	-4.3	3.0	3.0	·
[44] O=c1c2ccccc2nc(/C=C/c2cccnc2)n1CCc1ccccc1
    -1.1	-0.4	-3.5	-0.4	-4.3	14.5	-16.4	3.4	i
[45] COC(=O)C1CSC(C(=O)OC)N1C(=O)Nc1ccc(Cl)cc1 (configuration not stated)
    -3.6	-0.4	0.4	-10.5	-10.3	-8.4	11.6	1.0	i
[46] CCCN(CC(=O)Nc1ccc(C)cc1Br)CC(=O)Nc1ccc(F)c(F)c1F
    7.5	1.4	-3.1	8.2	-0.4	28.7	-0.3	13.6	i
[47] COc1ccc(CNC(=O)c2ccc(NC(=O)CC3SC(N4CCCCC4)=NC3=O)cc2)cc1 (configuration not stated)
    -4.1	6.3	5.3	-4.3	-2.0	-8.0	-6.1	2.2	i
[48] Cc1ccc(N/N=C2\COC(C)(C)CC2=O)cc1
    -0.3	1.8	1.9	-0.5	-6.1	-5.7	-11.8	-0.1	i
[49] Cc1nc(OCC(=O)c2ccc(Cl)cc2)c(C#N)c2c1COC(C)(C)C2
    -11.3	0.0	2.8	-3.8	-0.4	11.7	1.1	-3.3	i
[50] O=C(NC(CC(=O)N1CCN(c2ccccc2)CC1)c1ccccc1)c1ccccc1 (configuration not stated)
    -44.3	-3.7	-1.0	-5.6	-1.3	-4.4	6.6	11.4	i
[51] CC(=O)NC(CC(C)C)C(=O)O (configuration not stated)
    6.6	0.8	-0.7	-4.7	-2.7	-5.7	14.1	14.0	i
[52] COCCN(C(=O)CSc1nnc(-c2ccco2)n1C)c1c(N)n(CC(C)C)c(=O)[nH]c1=O
    -11.8	0.3	-1.3	-15.6	-10.1	-10.3	4.1	1.2	i
[53] COc1cccc(C2CCCN2Cc2nc(CCC(C)C)no2)c1 (configuration not stated)
    -1.1	-3.7	2.7	-4.6	-6.4	5.1	-2.7	3.3	i
[54] Cc1cc(=O)[nH]c2c1c(C)nn2C1CCOC(C)(C)C1 (configuration not stated)
    7.0	-1.2	6.2	-4.7	-0.4	-8.3	-14.0	2.8	i
[55] O=C(Nc1cnc2sccn2c1=O)c1ccc(Cl)cc1Cl
    -5.1	1.1	0.1	-21.2	-1.1	32.2	-3.6	3.9	i
[56] Cc1[nH]n(C)c(=O)c1[N+](=O)[O-]
    10.8	-0.7	3.4	-0.7	-9.8	-8.3	3.1	-23.9	i

Source: PubChem (several laboratories)
